SMN2 splice enh = increases expression of the SMN2 splice variant. HEK293 SMN2-luciferase splicing reporter, luminescence, 30-36 h. Potency, µM (titrated, usually from 46.1 µM), for the others: at the highest dose activity change, positive = activation, hits mostly activators. 210,000 tested, 2.8% active. AID 1458; note: % of control where 0% means no effect; nearly all actives have a fitted effect of over 55% in size
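qHTS luciferase splicing reporter: luminescence rises when SMN2 exon 7 is included in transfected HEK293 cells. Compound exposure lasted 30-36 h at 37C, with 4.5 mM final sodium butyrate as control, followed by a ONE-Glo read.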
aGlu spleen mod = inhibitors or activators of human alpha-glucosidase in spleen homogenate | P10253 | human spleen homogenate, 4-MU-alpha-glucoside fluorescence | Potency, µM (titrated, usually from 79.9 µM), for inactives: at the highest dose activity change, negative = inhibition, hits mostly inhibitors | 240,000 tested, 0.006% active;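 note: 0% = enzyme with vehicle and -100% = no enzyme basal signal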
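AC50 values come from Hill-equation fits of concentration-response data, normalized to no-enzyme and full-activity controls. Enzyme source: 1 ug human spleen homogenate; 1 mM fluorogenic 4-MU glucoside, pH 5.0 citrate buffer, 37 C, 40 min.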
RGS12 GoLoco inh = RGS12 GoLoco-Gai1 interaction inhibition. P63096. Gai1:RGS12 GoLoco peptide FP, rhodamine, 10 min. Potency, µM (highest dose often 61.6 µM), for inactives: top-dose activity, negative = inhibition, usual class: inhibitors. 230,000 tested, 0.44% active; active = well fitted inhibition curve with a large enough effect, not every such curve was filed as active; inactive = no such curve, though single readings can be large or run the other way; note: % is set by controls: 0 for no effect and ±100 for the full control effect; nearly all actives have a fitted effect of over 30% in size; many of its hits are not listed in these tables
aGal spleen mod = inhibits or activates alpha-galactosidase in human spleen homogenate; P06280; human spleen homogenate, 4MU-alpha-Gal fluorescence, 40 min; Potency, µM (top dose mostly 80 µM), without a hit: at the top dose activity change, negative = inhibition, hits mostly inhibitors; 240,000 tested, 0.008% active;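 note: 0% = enzyme with vehicle and -100% = no enzyme basal signal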
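Human spleen homogenate (1 ug) as enzyme source, 4-methylumbelliferyl-alpha-D-galactopyranoside 1 mM final, citrate/phosphate pH 5.0 with 0.01% Tween-20. Compounds 40 min at 37C, NaOH/glycine stop; fluorescence Ex 365/Em 440, Hill-fit AC50.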
KDM4E inh = blocks human JMJD2E demethylase activity; AID 2147; B2RXH2; 230,000 tested, 1.6% active; JMJD2E catalytic domain, FDH-coupled NADH fluorescence (FDH is formaldehyde dehydrogenase); Potency, µM (titrated, usually from 57.1 µM), for the others: at the top dose activity change, negative = inhibition, hits mostly inhibitors; active = well fitted inhibition curve with a large enough effect, not every such curve was filed as active; inconclusive = small, poorly fitted or top-dose-only effect, or another doubt; inactive = no such curve, though single readings can be large or run the other way;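 note: 0% = wells with enzyme and -100% = buffer wells without enzyme; nearly all actives have a fitted effect of over 50% in size; many of its hits are not listed in these tables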
Target sequence (B2RXH2 1-337 limits assumed): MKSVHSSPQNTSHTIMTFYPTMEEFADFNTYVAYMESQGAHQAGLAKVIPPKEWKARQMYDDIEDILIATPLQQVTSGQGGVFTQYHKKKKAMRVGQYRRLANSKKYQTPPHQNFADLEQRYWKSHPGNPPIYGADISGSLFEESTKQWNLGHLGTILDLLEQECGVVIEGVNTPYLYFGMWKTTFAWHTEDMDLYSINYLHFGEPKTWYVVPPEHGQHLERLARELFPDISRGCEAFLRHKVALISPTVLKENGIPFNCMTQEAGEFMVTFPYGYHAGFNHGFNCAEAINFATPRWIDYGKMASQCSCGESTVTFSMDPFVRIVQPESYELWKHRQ
GAA inhib = inhibitors of human lysosomal alpha-glucosidase | P10253 | purified human GAA, 4-MU-alpha-glucoside fluorescence | Potency, µM (doses to about 76.9 µM), for the others: at the highest dose activity change, negative = inhibition, actives largely listed as inhibitors | 200,000 tested, 0.005% active;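 note: plate controls were uninhibited enzyme wells for no effect and no-enzyme background for full effect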
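Endpoint fluorogenic read: 20 min room-temperature reaction of 4 nM human alpha-glucosidase with 400 uM 4-methylumbelliferyl-alpha-D-pyranoside, pH 5.0, quenched with 1M NaOH/1M glycine pH 10. AC50 from Hill modeling.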
GAA glycogen = inhibitors or activators of human alpha-glucosidase glycogen cleavage. Potency, µM (series often up to 76.4 µM), without a hit: at the highest dose activity change, negative = inhibition, usual class: inhibitors. 300,000 tested, 0.38% active. recombinant GAA, glycogen substrate, Amplex Red glucose oxidase fluorescence. P10253;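 note: 0% = full enzyme reaction and -100% = no-enzyme basal signal; the screen sought inhibitors and activators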
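Recombinant enzyme (4 nM final) with compounds titrated up to 77 uM and bovine liver glycogen (30 ug) in citrate pH 5.0, 0.01% Tween-20, 37 C 40 min. Released glucose detected by Amplex Red/glucose oxidase (Ex 573/Em 610); AC50 from Hill fits.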
ALDH1A1 inh = ALDH1A1 (human) enzyme inhibition. P00352. Purified ALDH1A1, NADH fluorescence, propionaldehyde substrate. Potency, µM (series often up to 75.3 µM), inactives show at the top dose activity, negative = inhibition, most hits filed as inhibitors. 220,000 tested, 7.3% active; active = well fitted inhibition curve with a large enough effect, not every such curve was filed as active; inconclusive = small, poorly fitted or top-dose-only effect, or another doubt; inactive = no such curve, though single readings can be large or run the other way;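 note: plate controls were no enzyme wells and a reference inhibitor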
Target sequence (P00352 whole entry, looked up): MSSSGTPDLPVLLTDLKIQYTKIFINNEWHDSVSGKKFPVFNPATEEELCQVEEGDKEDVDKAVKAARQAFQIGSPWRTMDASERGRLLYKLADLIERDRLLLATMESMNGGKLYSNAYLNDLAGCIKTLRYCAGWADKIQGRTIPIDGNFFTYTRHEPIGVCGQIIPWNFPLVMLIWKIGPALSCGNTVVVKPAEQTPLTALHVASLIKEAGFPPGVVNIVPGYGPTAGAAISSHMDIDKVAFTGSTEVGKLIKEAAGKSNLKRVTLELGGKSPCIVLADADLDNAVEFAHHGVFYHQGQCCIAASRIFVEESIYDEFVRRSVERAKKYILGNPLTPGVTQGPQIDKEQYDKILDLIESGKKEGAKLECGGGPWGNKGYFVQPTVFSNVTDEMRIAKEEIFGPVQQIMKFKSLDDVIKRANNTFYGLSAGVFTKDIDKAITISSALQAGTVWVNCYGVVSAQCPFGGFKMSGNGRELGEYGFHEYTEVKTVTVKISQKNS
An asterisk follows results filed as active; ? = inconclusive; . = not tested or not shown; & = joins results of further samples; [ ] = remark or other dose. Unless noted, calls come from the whole dose curve; as a rule, active = well fitted curve in the direction sought with a large enough effect; inconclusive = small, poorly fitted or top-dose-only effect, or another doubt; inactive = no such curve, though single readings can be large; an effect the other way counts as inactive or inconclusive. Potency is the fitted concentration of half-maximal effect.

Results follow in this order: SMN2 splice enh	aGlu spleen mod	RGS12 GoLoco inh	aGal spleen mod	KDM4E inh	GAA inhib	GAA glycogen	ALDH1A1 inh
> Cn1c(SCCOc2ccccc2Cl)nnc1-c1cccs1
 : -5%	3%	5%	6%	3%	4%	2%	-8%
> CCOC(=O)N1CCN(CCC(=O)Nc2ccccc2OC)CC1
 : -23%	-3%	3%	-5%	12%	-2%	6%	?
> O=C(Nc1cc(Cl)ccc1N1CCOCC1)c1cccnc1Cl
 : .	5%	6%	4%	7%	.	-7%	.
> CCCCn1c(=N)n(CC(=O)c2ccc([N+](=O)[O-])cc2)c2ccccc21
 : -46%[inhibitor]	10%	-10%	-2%	-4%	-1%	10%	?
> O=C(COc1ccccc1Cl)NCCc1ccc2c(c1)OCCO2
 : -7%	-3%	44%[activator]	-4%	-3%	6%	12%	?
> O=S(=O)(Cc1ccccc1)N1CCN(Cc2ccccc2)CC1
 : -6%	-1%	2%	5%	-2%	-3%	0%	12%
> COc1ccc(-c2nnc(SCCC(=O)O)n2-c2ccccc2)cc1OC
 : -10%	2%	-2%	3%	-14%	-9%	4%	14%
> Cc1noc(C)c1C(=O)N1CCC2(CCCN(c3ncccn3)C2)CC1
 : -10%	5%	9%	-10%	.	.	.	-3%
> Cc1ccc(NC(=S)NCC(C)C)cc1
 : ?	-4%	0%	0%	3%	4%	-3%	13%
> O=c1[nH]c(CN2CCN(Cc3ccccc3)CC2)nc2scc(-c3ccccc3)c12
 : .	-2%	19%	4%	-11%	.	4%	.
> Cc1cccc(CNc2nc(-c3c(C)noc3C)nc3ccccc23)c1
 : -2%	3%	-4%	2%	?	.	.	?
> CCC(=NCCN1CCNCC1)C1=C(O)CC(C)(C)CC1=O
 : 5%	1%	-1%	9%	-5%	-7%	-7%	?
> c1ccc(C(Cc2nc(-c3cccnc3)no2)c2ccccc2)cc1
 : -1%	5%	0%	-14%	-3%	-12%	-2%	3%
> Cc1cc(C)n(-c2ccc(C(C)C)cc2)c(=O)c1C#N
 : -15%	-6%	-1%	0%	?	?	-6%	?
> COc1ccc(/C(N)=N/OC(=O)c2ccc3c(c2)OCO3)cc1
 : 11µM*	11%	2%	3%	-2%	7%	-8%	12%
> CCOC(=O)c1ccc2c(c1)C1C=CCC1C(C(=O)O)N2 (stereo not given)
 : -8%	-13%	-3%	-22%	?	-13%	-9%	18µM*
> CCc1cccc(C)c1NC(=O)Cn1c(NCCO)nc2ccccc21
 : -1%	-4%	22%	3%	-2%	4%	5%	12%
> Cc1cc(Cl)ccc1Oc1nc(-c2ccccc2)ncc1S(C)(=O)=O
 : -17%	-5%	-3%	1%	1%	1%	1%	2%
> CCOc1cc(N2CCOCC2)c(OCC)cc1NC(=O)Cc1cn2ccsc2n1
 : -4%	0%	6%	8%	-5%	3%	-1%	-2%
> Cc1cccc(C)c1N1CCN(S(=O)(=O)c2ccc(F)cc2)CC1
 : 5%	-1%	4%	0%	-3%	-10%	-2%	?
> N#Cc1c(N)nc2c3c(sc(=N)c2c1N)NC(=O)CC3c1ccccc1Cl (stereo not given)
 : -23%	-6%	9%	5%	6%	11%	3%	17%
> CCOc1ccccc1OCC(=O)NNC(=S)NC1CCCCC1
 : -8%	6%	4%	8%	22%	2%	?	7%
> CCO[C@H]1OC(C(=O)O)=C[C@@H](c2ccc(C(F)(F)F)cc2)[C@@H]1CCCO
 : .	5%	6%	9%	1%	.	-9%	0%
> Cc1[nH]n(-c2ccccc2)c(=O)c1C(c1ccc(C(=O)O)cc1)c1c(C)[nH]n(-c2ccccc2)c1=O
 : 4%	-4%	-2%	5%	0%	2%	-10%	?
> Nc1ncnc(Nc2ccccc2Cl)n1
 : .	0%	8%	-3%	-1%	-3%	-5%	7%
> Cc1ccc(CNC(=O)C2(NC(=O)Nc3ccc(C)cc3)CCCCC2)cc1
 : -9%	-3%	-3%	-3%	4%	4%	7%	3%
> CCCCCCCCCCCCCC(=O)O[C@H](CC(=O)O)C[N+](C)(C)C
 : .	-5%	1%	-11%	-1%	.	.	7%
> COCc1cc(=O)n2[nH]c(C)cc2n1
 : -18%	4%	4%	6%	?	-6%	3%	?
> Cc1ccc(Cn2cc(C(=O)c3ccc(F)cc3)c(=O)c3cc4c(cc32)OCCO4)cc1
 : 0%&-3%	6%	3%	-5%	8%	-3%	17%[76.3 µM]	14%
> CCSc1ccccc1C(=O)Nc1cccc(OC)c1
 : 29%	-4%	2%	-1%	2%	-1%	1%	-14%
> O=C(O)C1=C[C@H](c2ccccc2)C[C@H](OCc2ccc(CO)cc2)O1
 : .	-4%	3%	-16%	-3%	.	12%	9%
> NC(=O)C1CCN(C(=O)c2ccc(Oc3ccccc3)cc2)CC1
 : 8%	3%	8%	6%	-5%	4%	8%	-15%
> Cc1ccc([N+](=O)[O-])cc1NC(=O)C1CCN(S(C)(=O)=O)CC1
 : -19%	-3%	-1%	2%	-8%	2%	-5%	5%
> COc1cc(S(=O)(=O)N2CCOCC2)ccc1NC(=O)COc1ccc(N(C)S(=O)(=O)c2ccc(C)cc2)cc1
 : .	-10%	10%	0%	13%	1%	4%	11%
> CC1CN(C(=O)/C(C#N)=C2\N=C(NC(=O)c3ccc(F)cc3)c3ccccc32)CC(C)O1 (stereo not given)
 : .	-1%	2%	-4%	0%	.	3%	.
> Cc1ccc(C(=O)CSc2nnc(-c3snnc3C)n2C2CC2)cc1
 : .	5%	-1%	5%	4%	.	8%	.
> O=S(=O)(Nc1nccs1)c1ccc(NS(=O)(=O)c2cccs2)cc1
 : 10%	-19%	6%	-3%	-3%	-17%	3%	18µM*
> Cc1nn(CC(=O)NCCN2CCOCC2)c(=O)c2ccccc12
 : -1%	1%	-1%	-2%	2%	-1%	13%	9%
> O=C(CSc1nnc(-c2ccccn2)n1Cc1ccccc1)NC1CCCC1
 : -6%	-4%	10%	2%	-1%	-4%	-3%	-12%
> COc1cc2c(cc1OC)C(c1ccc(N)cc1)=NNC(=O)C2
 : 21%	-25%&-2%	2%&7%	-32%&3%	1%	.	.	-8%&-12%
> CCN(CC)C(=O)CSc1nnc(CCNC(=O)OC(C)(C)C)o1
 : -8%	1%	-3%	2%	6%	-3%	6%	?
> CC/C(=N\NC(=O)Nc1ccccc1)c1ccccc1
 : .	-19%	.	2%	-11%	6%	-14%	-6%
> COCC(C)NS(=O)(=O)c1ccc(NC(=O)c2ccccn2)cc1 (stereo not given)
 : .	1%	4%	4%	-3%	.	7%	.
> OCC(O)CSc1nc(-c2ccccc2)nc2c1CCC2 (stereo not given)
 : -6%	5%	13%	1%	5%	-2%	-5%	-2%
> Cc1cccc(Nc2nnc(C)c(=O)n2N)c1
 : 27%	-6%	-8%	-4%	0%	-1%	-8%	11%
> COCCNc1cc(C)nc2cc(-c3ccc(C)cc3)nn12
 : -2%	4%	13%	2%	?	4%	-6%	?
> Cc1cc(/C=C2/C(=O)N(C)C(=S)N2C)c(C)n1C1CC1
 : 13µM*	-3%	105%[activator]	2%	-21%	-4%	-1%	?
> NC(=Nc1ccc(N)cc1)C(N)=Nc1ccc(N)cc1
 : .	-3%	4%	4%	?	-7%	?	-3%
> CCOC(=O)CC(C#N)c1c[nH]c2ccccc12 (stereo not given)
 : 28%	5%	8%	1%	4%	-14%	2%	12%
> O=c1cc[nH]c2cc(C(F)(F)F)ccc12
 : 11%	-11%	-12%	5%	9%	7%	2%	-3%
> O=C1CN(C(=O)c2cnccn2)c2ccccc2N1
 : 11%	-6%	7%	-5%	-4%	0%	6%	?
> O=C(Nc1cccc2ccccc12)c1cn(-c2ccccc2)nc1-c1cccs1
 : -1%	-3%	1%	2%	?	-6%	1%	?
> C=CCn1c(SCC(=O)NCC(=O)OCC)nnc1-c1cccc(OC)c1
 : 17%	-1%	4%	2%	9%	0%	6%	1%
> CC(=O)c1cc(C)ccc1OC(=O)CCN1C(=O)C2C3c4ccccc4C(c4ccccc43)C2C1=O (stereo not given)
 : 2%	-14%	9%	1%	3%	1%	-12%	-1%
> COC(=O)/C=c1\sc2n(c1=O)C(C)=CC(C)(C)N=2
 : 13%	-6%	11%	0%	-4%	-4%	6%	-7%
> COC(=O)c1ccc(Cl)c(NC(=O)Cc2ccccc2[N+](=O)[O-])c1
 : .	-18%	.	-4%	0%	-1%	-7%	5%
> COC(=O)Nc1ccc(S(=O)(=O)N2CCC(C(=O)N3CCC(C)CC3)CC2)cc1
 : -4%	.	8%	-1%	2%	-4%	-3%	3%
> CN(C)c1ccc(C=C(c2nnnn2-c2ccccc2)c2nnnn2-c2ccccc2)cc1
 : -6%	0%	-1%	-4%	2%	-10%	-3%	?
> COc1ccc(C(=O)N2CCOC2CNC(=O)C(=O)NCc2ccco2)cc1 (stereo not given)
 : 16%	1%	9%	3%	2%	-1%	6%	-14%
> O=C(CCc1ccccc1)OCC(=O)c1ccc([N+](=O)[O-])cc1
 : 3%	1%	0%	5%	0%	-7%	5%	8.9µM*
> O=C(NCCc1ccccc1)C1c2ccccc2C(=O)N1C1CC1 (stereo not given)
 : -11%	-4%	10%	-3%	2%	1%	3%	-4%

Screening data deposited in PubChem by National Center for Advancing Translational Sciences (NCATS).

An excerpt. The share of hits here may be higher or lower than overall.
